Hep lipid drop: hepatic lipid droplet formation modulation | AML12 mouse hepatocytes, oleate lipid droplets, BODIPY imaging | inhibition, % at 6.5 µM | hit rate 0.4% among 240,000 | AID 1656;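 active means lipid droplet intensity inhibited by at least 50%, with more than 500 cells counted; inconclusive means wells with under 300 cells, treated as cytotoxic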
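Assay system: AML12 hepatocytes (mouse); Probe or stimulus: oleic acid at 100 µM to induce lipid droplet formation; Dosing: compound at 6.5 µM only; Schedule: compound with oleate, overnight; Detection: fluorescence imaging, 20x objective, two fields per well; Measure: % inhibition of lipid droplet signal.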
UTI89 phage lysis: inhibition of K1F phage lysis, E. coli UTI89, bacterial capsule biogenesis inhibitors, alamar blue (AID 488966). E. coli UTI89 K1F phage lysis, alamar blue, 2 h; higher % means a stronger effect. one-dose inhibition, % at 100 µM; IC50 in µM for titrated hits. hit rate 0.02% among 340,000;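 active means phage lysis inhibition, versus mean bacterial control, above a set limit; inconclusive means no clear call, values can overlap the other calls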;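 further: capsule biogenesis inhibitors block K1F phage lysis so surviving cells raise fluorescence; higher fluorescence means more inhibition of phage lysis; actives were called in the ten point dose series up to 300 µM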
Myeloid diff MLP: myeloid differentiation induction. calls only at 10 µM. hit rate 1% among 360,000. ER-HoxA9 myeloid progenitors, lysozyme-GFP differentiation, flow cytometry;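 active means normalized GFP-positive differentiation at or above the plate's own cutoff, the solvent-only control mean plus 3 SD; inconclusive means no clear call, values can overlap the other calls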;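 further: cells exposed to compound for four days before flow analysis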
Hep lipid drop cells 6.5 µM: recorded beside Hep lipid drop, whose call it bears; cell count; measured here: cell count, cytotoxicity flag;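 cells counted across two imaged fields per well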
Myeloid diff MLP GFP+ MAC1+ %: also measured in Myeloid diff MLP; calls as there; GFP+ MAC1+ double positive, %; measured here: differentiation confirmed by MAC1 staining
Starred values were filed as active, the others as inactive; i = inactive; ? = inconclusive; / = no result given; [ ] = remark or other dose.

SMILES	Hep lipid drop	Hep lipid drop cells 6.5 µM	UTI89 phage lysis	Myeloid diff MLP	Myeloid diff MLP GFP+ MAC1+ %
COc1ccc(-c2cc(=O)oc3cc(OCC(=O)N(C)C)ccc23)cc1	1	859	0.0%	i	0.4
Cc1ccc(NC(=O)CN(C)S(=O)(=O)c2ccc3c(c2)c(=O)n(C)c(=O)n3C)cc1	1	718	0.5%	i	2.3
C[C@H](NC(=O)c1ccc2ccccc2c1)C(=O)N1CCC2(CC1)NCCc1[nH]cnc12	-7	675	0.3%	i	5.3
CCN(Cc1ccccc1)C(=O)C(=O)c1cn(CC(=O)N2CCCC2)c2ccccc12	-48	716	-0.1%	i	0.4
O=C(NCc1ccc(F)cc1)C1CCCN(S(=O)(=O)c2ccc(Br)s2)C1 (stereo unspecified)	-8	800	-0.1%	i	0.4
COc1ccc2cc(C(N)=O)/c(=N\NC(=O)c3ccccc3)oc2c1	0	815	0.2%	i	0.3
CCc1cc(=O)oc2c(C)c(OC(C)C(=O)NCCCn3ccnc3)ccc12 (stereo unspecified)	-2	786	0.3%	i	0.7
c1ccc(-c2nc3c4ccccc4ccn3c2CN2CCCCC2)cc1	-1	685	1.2%	i	0.4
COc1cc(/C=C2\SC(N3CCCCC3)=NC2=O)cc(OC)c1OC	-6	808	-0.1%	i	0.3
COc1ccc(Br)cc1CNC(=O)C1CCN(c2nnc(N3CCCC3=O)s2)CC1	2	673	-0.1%	i	0.3
CC(Oc1ccccc1[N+](=O)[O-])C(=O)N/N=C/c1ccoc1 (stereo unspecified)	-13	679	0.1%	i	0.5
COc1ccc(N2CCN(S(=O)(=O)c3ccc4c(c3)NC(=O)CC(=O)N4)CC2)cc1	0	675	0.0%	i	1.5
COc1ccc(C(=O)Nc2ccnn2C2CCN(C(=O)c3cc(C)on3)CC2)cc1	4	705	0.1%	i	0.5
CC(=O)Nc1ccc(S(=O)(=O)N2CCN(c3ncccn3)CC2)cc1	10	817	-0.6%	i	0.5
CC1(C)Oc2ccc3ccc(=O)oc3c2/C(=C/O)C1=O	-6	786	-1.7%	i	0.9
COc1ccccc1C(=O)Nc1ccnn1C1CCN(C2CCSCC2)CC1	3	817	0.0%	i	0.8
O=C(COC(=O)c1cncc(Br)c1)Nc1nnc(-c2ccccc2)o1	-27	687	0.9%[50 µM]	i	2.0
CCc1ccccc1NC(=O)CN1C(=O)c2ccccc2S1(=O)=O	1	818	0.1%	i	0.8
CCCn1c(N)c(C(=O)COC(=O)CCS(=O)(=O)c2ccc(C)cc2)c(=O)[nH]c1=O	-16	660	0.5%[50 µM]	i	1.2
CCOc1ccc(N2CC(C(=O)NC3CCSC3=O)CC2=O)cc1 (stereo unspecified)	3	748	-0.1%	i	1.2
Cc1ccc(N(CC(=O)NC2CCCC2)C(=O)CNC(=O)c2cccs2)cc1F	23	659	2.2%	i	1.5
COc1ccc(CC(=O)NCC(=O)N=Nc2c(O)[nH]c3ccccc23)cc1	6	706	0.0%	i	2.7
COc1ccccc1CNC(=O)CC12CC3CC(CC(Br)(C3)C1)C2	-10	770	-0.1%	i	0.3
COCCNC(=O)C(c1ccc(F)cc1)N(C(=O)CCC(=O)Nc1ccccn1)C1CCCCC1 (stereo unspecified)	-3	838	0.3%	i	0.3
COCCN1C(=O)N(c2ccccc2)C(=O)C1CC(=O)Nc1cc(OC)cc(OC)c1 (stereo unspecified)	0	827	-0.9%	i	1.3
Continuation.
SMILES	Hep lipid drop	Hep lipid drop cells 6.5 µM	UTI89 phage lysis	Myeloid diff MLP	Myeloid diff MLP GFP+ MAC1+ %
COc1ccc(OC)c(Nc2nc(NCc3ccco3)c3ccccc3n2)c1	-5	804	0.5%	i	0.2
O=C(O)c1ccc(C(=O)O)c(C(=O)c2ccc(NC(=O)c3ccccc3)cc2)c1	10	779	0.0%	i	0.2
Cc1c(C(=O)N(CCC#N)c2ccccc2)sc2nc3n(c(=O)c12)CCCC3	31	740	0.2%	i	7.3
COc1cccc(CNc2ccc3c(c2)nc(C)n3C)c1OC	-2	846	0.0%	i	0.4
Cc1ccc(C(=O)NCc2ccc3c(c2)OCO3)cc1Cl	8	874	0.3%	i	0.1
Cc1cc(C)cc(NS(=O)(=O)c2c(C(=O)N3CCCCCC3)c(C)n(C)c2C)c1	-19	807	1.2%	i	0.4
CCCS(=O)(=O)c1nc(S(=O)(=O)c2ccc(Cl)cc2)c(N2CCC(O)CC2)s1	-18	729	-0.2%	i	7.8
CCOc1ccc(C(CC(=O)O)NC(=O)Cc2ccccc2)cc1OC (stereo unspecified)	0	813	0.4%[50 µM]	i	0.7
COc1ccc(S(=O)(=O)N2CCSCC2)cc1	-1	799	1.7%	i	0.7
O=C1NC(Cc2ccccc2)C(=O)Nc2ccc(Br)cc21 (stereo unspecified)	-9	786	-0.3%	i	0.8
Cc1ccccc1N1CCN(C(=S)c2ccc(-c3ccc([N+](=O)[O-])cc3)o2)CC1	86*	711*	4.4%	i	0.4
CCOc1ccc(C(=O)NCC(=O)NCCCSc2ccccc2)cc1OCC	22	703	0.6%[50 µM]	i	1.0
Cc1ccc(CCNS(=O)(=O)c2ccc3c(c2)N(C)CCO3)cc1	6	706	0.7%	i	0.6
CCn1c(=O)c2cc(C(=O)NCCCOC)sc2c2ccccc21	14	844	0.1%	i	1.1
O=C(NCc1ccncc1)C1CCN(S(=O)(=O)c2cc(Cl)ccc2Cl)CC1	-3	688	-0.3%	i	0.4
CCNC(=S)N(CCO)Cc1cc2cc3c(cc2[nH]c1=O)OCO3	-1	739	0.0%	i	0.5
CC(C)c1cc(=O)n2[nH]c(SCc3ccccc3Cl)nc2n1	-6	844	2.3%	i	0.4
Oc1ccc(N2CCN(Cc3cc4c(cc3Br)OCCO4)CC2)cc1	-4	784	0.1%	i	0.3
C#CCn1c(O)c(N=NC(=O)CNC(=O)/C=C/c2ccccc2)c2ccccc21	0	783	0.0%	i	1.8
CCCCn1c(N)c(N(CC(C)C)C(=O)c2ccc(Br)s2)c(=O)[nH]c1=O	-2	830	-0.3%	i	3.7
Cc1ccc(-c2cc(C(=O)Nc3cccc(S(=O)(=O)N(C)C)c3)c3ccccc3n2)o1	13	801	0.2%	i	0.5
O=C(NC1CCCc2ccccc21)c1ccc([N+](=O)[O-])cc1 (stereo unspecified)	-7	818	0.2%	i	0.8
COc1ccccc1-c1n[nH]c(=S)n1Cc1ccccc1	-7	812	0.2%	i	0.2
O=C(CSc1ccccc1)Nc1nnc(C2CC2)s1	-2	878	0.1%	i	1.1
Cc1cccnc1NC(=O)CCc1nnc2ccc(NCc3ccco3)nn12	-3	694	-0.3%	?	/
Continuation.
SMILES	Hep lipid drop	Hep lipid drop cells 6.5 µM	UTI89 phage lysis	Myeloid diff MLP	Myeloid diff MLP GFP+ MAC1+ %
CN(CC1CCOCC1)C(=O)CC1C(=O)NCCN1CC(c1ccccc1)c1ccccc1 (stereo unspecified)	8	765	0.1%	i	4.1
CCN1C(=NCC(C)C)N[C@@H](c2cccc(C(F)(F)F)c2)C(C(=O)OC)=C1C	5	761	0.7%	i	0.9
CC(=O)Nc1ccc(N(C(=O)c2ccccn2)C(C(=O)NC2CCCCC2)c2ccc(F)cc2)cc1 (stereo unspecified)	1	730	-0.1%	i	0.3
CCc1ccc(NC(=O)CNC(=O)[C@@H]2Cc3ccccc3CN2)cc1	3	658	0.6%	i	6.8
COc1ccc(C(=O)Nc2cc(C)c(NC(=O)c3ccccn3)cn2)cc1	-3	730	0.4%	i	2.2
N#Cc1ccc(C(CC(=O)O)N2Cc3ccccc3C2=O)cc1 (stereo unspecified)	7	411	0.2%	i	0.6
COc1ccc(N(CC(=O)N2CCN(c3ccccc3F)CC2)S(=O)(=O)c2ccc(C)cc2)cc1	-10	859	0.1%	i	1.3
COc1ccc(NC(=O)CNC(=O)c2nn(-c3ccc(OC)c(Cl)c3)c(=O)c3ccccc23)c(OC)c1	-16	856	0.4%	i	0.2
O=C(Nc1cccnc1)c1ccc(Cl)c(S(=O)(=O)N2CCCCC2)c1	-1	830	0.4%[50 µM]	i	3.2
CCc1nc(SCC(=O)N2CCCC2)c2c(=O)n(C)c(=O)n(C)c2n1	8	691	0.8%[50 µM]	i	4.3
COc1cccc(NC(=O)CN(C2=NC3CS(=O)(=O)CC3S2)c2cccc(C)c2)c1 (stereo unspecified)	-1	778	-0.5%	i	2.2
Cc1cccc(NC(=O)c2cccc(S(=O)(=O)Nc3ccccc3C(=O)O)c2)c1	10	826	0.3%	i	0.4
Cc1cc(Cl)c(OCCOCCN2CCN(C)CC2)c(Br)c1	-15	738	0.3%	i	0.4
COC(=O)C(Cc1c[nH]c2ccccc12)NC(=O)C1CC1 (stereo unspecified)	8	767	0.5%	i	0.8
Cc1ccc(Cn2c(N3CCN(CCO)CC3)nc3c2c(=O)n(C)c(=O)n3C)cc1	-5	805	-0.4%	i	0.8
COC(=O)c1cc(C(=O)NCC2CCCCC2)cc([N+](=O)[O-])c1	-12	832	-0.2%	i	1.9
FC(F)(F)c1ccccc1NC(=S)N1CCCCCC1	3	718	-0.1%	i	1.4
Cc1c(C(=O)NC(c2ccccn2)C(F)(F)F)oc2c(F)cccc12 (stereo unspecified)	-18	726	0.3%	i	3.8
CCOc1ccc(S(=O)(=O)N(C)CC(=O)NCc2ccco2)cc1	-1	842	-0.3%	i	0.7
O=C(CCn1c(=S)[nH]c2cc3c(cc2c1=O)OCO3)NCc1ccccc1Cl	-2	702	0.0%	i	2.4
CCN(C(=O)CCN1C(=O)S/C(=C\c2ccccc2)C1=O)C1CCS(=O)(=O)C1 (stereo unspecified)	5	754	0.1%	i	3.0
CC(=O)c1cccc(NS(=O)(=O)c2ccc(-c3cnc(C4CC4)o3)cc2)c1	-6	626	0.0%	?	/
Cc1ccc(C)c(N2CCN(C(=O)CCC(=O)N3CCOc4ccc(Cl)cc43)CC2)c1	-19	829	-0.7%	i	1.9
CCC(CC)C(=O)c1c[nH]c(C(=O)NC2CCCCCC2)c1	-2	855	0.0%[50 µM]	i	0.6
O=C(NNC(=O)c1cc2ccccc2oc1=O)c1ccccc1[N+](=O)[O-]	-3	839	1.5%	i	0.8

An excerpt from above, reduced to Myeloid diff MLP, UTI89 phage lysis and Myeloid diff MLP GFP+ MAC1+ %:
| Compound | Myeloid diff MLP | UTI89 phage lysis | Myeloid diff MLP GFP+ MAC1+ % |
| --- | --- | --- | --- |
| COc1ccc(N(CC(=O)N2CCN(c3ccccc3F)CC2)S(=O)(=O)c2ccc(C)cc2)cc1 | i | 0.1% | 1.3 |
| COc1ccc(NC(=O)CNC(=O)c2nn(-c3ccc(OC)c(Cl)c3)c(=O)c3ccccc23)c(OC)c1 | i | 0.4% | 0.2 |
| O=C(Nc1cccnc1)c1ccc(Cl)c(S(=O)(=O)N2CCCCC2)c1 | i | 0.4%[50 µM] | 3.2 |
| CCc1nc(SCC(=O)N2CCCC2)c2c(=O)n(C)c(=O)n(C)c2n1 | i | 0.8%[50 µM] | 4.3 |
| COc1cccc(NC(=O)CN(C2=NC3CS(=O)(=O)CC3S2)c2cccc(C)c2)c1 (stereo unspecified) | i | -0.5% | 2.2 |

(next part)
SMILES	Hep lipid drop	Hep lipid drop cells 6.5 µM	UTI89 phage lysis	Myeloid diff MLP	Myeloid diff MLP GFP+ MAC1+ %
COc1cc(C(=O)NC(=S)Nc2ccc3[nH]c(=O)[nH]c3c2)cc(OC)c1OC	0	798	0.7%	i	0.5
O=C(CS(=O)(=O)c1ccccc1)Nc1nnc(Cc2ccccc2)s1	2	795	2.1%[50 µM]	i	1.4
COC(=O)c1cc(-c2ccc(F)cc2)n(-c2ccccc2)n1	2	402	-0.1%	i	0.5
CN(C)c1ccc(/C=N/NC(=O)CN2CCCCC2)cc1Br	12	783	1.0%	i	0.2
CCc1cc2c(C)ccc(C)c2nc1SCC(=O)Nc1cc(C)on1	18	790	0.2%	i	0.7
CC(=O)c1nn(-c2ccc(C(F)(F)F)cc2)c(=O)[nH]c1=O	28	853	-0.1%	i	0.7
NS(=O)(=O)c1ccc(-c2ccc(/C=C3\SC(=O)NC3=O)o2)cc1	1	781	-1.3%	i	1.4
Cc1ccc(C(=O)N2CCC(n3nccc3NC(=O)c3ccccc3C)CC2)cn1	-2	820	-0.1%	i	0.8
COC(=O)c1ccc(COc2ccc(CNCc3ccc(Cl)cc3)cc2)cc1	-3	813	0.0%	i	1.1
CN(CC(=O)NC1CCCCCC1)S(=O)(=O)c1ccc(Br)cc1	-7	831	0.1%	i	1.0
COc1ccc(OC)c2sc(NC(=O)c3cccc(N4C(=O)CCC4=O)c3)nc12	5	832	0.1%	i	0.5
COc1ccccc1NC(=O)c1cc(-c2cc(OC)c(OC)c(OC)c2)nc2ccccc12	-7	732	0.6%	i	1.4

High-throughput results as filed in PubChem.

The list is partial. The share of hits here may be higher or lower than overall.
